Compound activity (PubChem)
eIF4E 4G PPI = inhibitors of eIF4E and eIF4G interaction in translation initiation; inhibition, % at 21.7 µM; TR-FRET eIF4E-eIF4GI(517-606) binding, 2 h; AID 782; 0.37% of 220,000 active; P63073+Q04637;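 active = inhibition above about 30%, limit read from the data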;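 also: 0% = full FRET control wells and 100% = background wells lacking eIF4GI fragment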
Hck-Nef inh = inhibitors of human Hck kinase activated by Nef; 0.68% of 220,000 active; Recombinant Hck-YEEI plus Nef, Z-Lyte FRET kinase assay; inhibition, % at 20 µM; P08631;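 active = Hck-Nef kinase inhibition above about 50%, limit read from the data; inactive = inhibition below that limit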;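 also: 0% = DMSO with Hck plus Nef and 100% = Hck alone without Nef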
EP2 modulator = EP2 receptor (human) modulation | P43116 | induction, % at 25 µM | AID 940 | 0.83% of 260,000 active | EP2-expressing cells, cAMP HTRF FRET, PGE2 co-stimulation;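 active = compounds whose cAMP rise, as percent of the full-agonist control response, exceeds 60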;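 also: rat C6 glioma line stably carrying human EP2 under a CMV promoter; the protocol text gives 20 µM as final concentration; 100% = response of wells given 1 µM PGE2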
Target sequence (P43116 whole entry, looked up): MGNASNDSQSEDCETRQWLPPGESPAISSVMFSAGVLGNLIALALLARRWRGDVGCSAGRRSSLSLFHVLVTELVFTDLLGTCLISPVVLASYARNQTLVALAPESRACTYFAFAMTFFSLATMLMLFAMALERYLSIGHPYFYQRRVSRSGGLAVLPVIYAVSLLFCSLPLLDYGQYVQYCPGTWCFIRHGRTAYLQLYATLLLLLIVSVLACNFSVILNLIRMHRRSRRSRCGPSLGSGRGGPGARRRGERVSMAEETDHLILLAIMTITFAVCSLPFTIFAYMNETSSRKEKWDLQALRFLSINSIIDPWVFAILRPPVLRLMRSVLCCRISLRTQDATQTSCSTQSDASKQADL
PGE2 EP2 inh = blocks the human prostaglandin E2 receptor EP2 | P43116 | C6 glioma cells expressing human EP2, cAMP TR-FRET; cells stimulated with saturating PGE2 | inhibition, % at 25 µM | 0.52% of 260,000 active | AID 1422;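 active = percent inhibition above 40 after rounding to a whole number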;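 also: rat C6 glioma host cells with rolipram phosphodiesterase inhibitor present; the protocol text gives 20 µM as final concentration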
Rad51 HR inh = blocks human Rad51 in homologous recombination | Q06609 | hRad51 DNA strand exchange, fluorescence dequenching | inhibition, % at 10 µM | 0.085% of 200,000 active | AID 1385;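 active = inhibition above 40% at the single screening dose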;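 also: 0% = DMSO control wells and 100% = blanks with heterologous ssDNA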
Target sequence (Q06609 whole entry, looked up): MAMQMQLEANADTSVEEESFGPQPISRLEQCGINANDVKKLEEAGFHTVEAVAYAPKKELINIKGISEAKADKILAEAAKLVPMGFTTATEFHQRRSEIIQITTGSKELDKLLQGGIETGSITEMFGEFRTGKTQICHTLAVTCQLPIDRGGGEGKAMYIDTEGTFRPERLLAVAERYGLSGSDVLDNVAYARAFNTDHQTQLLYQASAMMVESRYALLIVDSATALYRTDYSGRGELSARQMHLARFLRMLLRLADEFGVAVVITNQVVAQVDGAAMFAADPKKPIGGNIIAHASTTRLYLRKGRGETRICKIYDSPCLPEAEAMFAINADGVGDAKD
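Assay system: Human Rad51 nucleoprotein filaments preassembled on unlabelled ssDNA | Reagent: Donor/quencher-labelled 47-bp dsDNA substrate | Doses: One concentration, 10 µM final | Times: 37 °C 15-min filament assembly, 30-min compound preincubation, 15-min exchange | Technique: Fluorescein emission 520 nm, excitation 485 nm | Benchmarks: Plate control and blank wells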
TbHK1 inh = blocks Trypanosoma brucei hexokinase 1 activity | recombinant TbHK1, G6PDH-coupled NADH A340 | inhibition, % at 10 µM | 0.11% of 220,000 active;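 active = inhibition of 50% or more in the single-dose primary screen; inactive = inhibition below 50%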
14-3-3 Bad inh = disrupts binding of bovine 14-3-3 zeta to phospho-Bad peptide; P63103; TR-FRET 14-3-3zeta/Dy647-pBad peptide displacement, 1 h; inhibition, % at 21.7 µM; 0.71% of 220,000 active; AID 781;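 active = inhibition above about 70%, limit read from the data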;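 also: 0% = full 14-3-3 plus peptide FRET controls and 100% = background without 14-3-3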
Target sequence (P63103 whole entry, looked up): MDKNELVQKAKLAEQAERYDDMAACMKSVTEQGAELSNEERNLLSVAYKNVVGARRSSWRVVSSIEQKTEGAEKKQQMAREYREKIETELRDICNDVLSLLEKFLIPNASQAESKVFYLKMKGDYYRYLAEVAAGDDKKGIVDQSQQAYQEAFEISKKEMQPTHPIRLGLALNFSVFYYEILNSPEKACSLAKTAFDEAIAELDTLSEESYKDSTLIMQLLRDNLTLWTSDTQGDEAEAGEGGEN
m-calpain inh = inhibitors of pig calpain II; purified calpain II, fluorogenic peptide substrate, 30 min; inhibition, % at 16 µM; 0.37% of 220,000 active;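 active = inhibition above about 50%, limit read from the data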
zVAD death inh = L929 zVAD cell death inhibition; AID 1377; 0.38% of 220,000 active; L929 zVAD necroptosis rescue, ATP luminescence, 24 h; with zVAD 60 µM; viability rescue, % at 10 µM;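 active = activation, scaled between plate controls, above about 75%, limit read from the data; inactive = activation under that limit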;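 also: 0% = zVAD with DMSO and 100% = DMSO alone without zVAD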
* = called active by the depositor; . = no result given; [ ] = dose if it differs, or a comment.

SMILES	eIF4E 4G PPI	Hck-Nef inh	EP2 modulator	PGE2 EP2 inh	Rad51 HR inh	TbHK1 inh	14-3-3 Bad inh	m-calpain inh	zVAD death inh
O=C(O)/C=C/C(=O)Nc1ccc(-n2nccc2C(F)(F)F)cc1	-4	19	10	9	8	-6	-8	-38	-0.3
COc1cccc(C(=O)NC(Cc2ccccc2)c2ccc3c(c2)OCCCO3)c1 (stereo not given)	2	-2	-5	10	-6	-3	9	39	-0.3
O=C(COC(=O)C1CC(O)CN1C(=O)Oc1ccccc1)c1ccc(Br)cc1 (stereo not given)	0	3	-12	4	18	-6	5	-3	.
COc1ccc(C2CC(c3ccccc3)=NN2C(=O)COC(=O)/C=C/c2ccc(O)c(OC)c2)cc1 (stereo not given)	-8	2	8	8	3	-39	1	-59	2.0
COC(=O)c1ccc(Oc2cc(C)nc(-n3nc(C)cc3C)n2)cc1	-15[fluorescence artefact?]	-1	-32	8	0	4	-4[fluorescence artefact?]	-17	-0.4
Cc1cc([N+](=O)[O-])nn1CC(=O)Nc1nc2ccccc2s1	3	14	-34	16	-2	8	4	15	0.0
COCCCNc1nc2c(c(=O)[nH]c(=O)n2C)n1CC(O)COc1ccccc1C (stereo not given)	4	-2	-3	11	8	-11	7	-33	0.5
O=[N+]([O-])c1cccc(S(=O)(=O)N2CCC(c3nc(-c4ccncc4)no3)CC2)c1	7	1	-53	5	-1	-3	-4	-19	0.0
CCOc1cc(-c2cn(S(=O)(=O)c3cccc4nsnc34)nc2N)cc(OCC)c1OCC	9	0	-50	4	-9	-7	-3	15	-0.8
Cc1occc1C(=O)N/N=C/c1cccnc1	-4	0	25	8	-3	-2	3	17	-0.3
O=C1Nc2ccccc2C12OCC(COc1ccc(Cl)cc1)O2 (stereo not given)	-2	6	-6	3	-5	-2	-5	9	1.3
Cc1cc(N2CCCC2)nc(N2C3CCC2CC(O)(c2ccc(F)cc2)C3)n1 (stereo not given)	3	-13	-11	10	18	12	-2	22	0.7
CCOC(=O)C1=C(CNC2CCCCC2)NC(=O)NC1c1cc(C)ccc1C (stereo not given)	0	-1	34	11	4	7	-1	1	0.4
CC(C)CNS(=O)(=O)c1ccc(CCC(=O)NCC2CCCO2)cc1 (stereo not given)	8	0	4	8	-7	7	-2	-4	0.1
CSc1nc(/C=C2\C=Nc3ccccc32)c(O)n1C	0[fluorescence artefact?]	4	-14	9	-4	1	-13[fluorescence artefact?]	6	27
Cc1sc2nc(C)n(/N=C/c3ccc(O)cc3)c(=O)c2c1C	-18[fluorescence artefact?]	0	23	6	1	-20	4	7	0.1
CCSc1nnc(NC(=O)C2CC(=O)N(Cc3ccccc3)C2)s1 (stereo not given)	1	7	-17	7	.	6	3	15	-0.1
O=C(c1cccc(S(=O)(=O)N2CCCCC2)c1)N1CCN(S(=O)(=O)c2ccc(F)cc2)CC1	-2[fluorescence artefact?]	6	-31	.	.	-13	5[fluorescence artefact?]	2	-0.7
COc1ccccc1NC(=O)C(=O)N(c1cccnc1)C(C(=O)NC(C)(C)C)c1ccccc1 (stereo not given)	-2	24	36	6	-2	-1	-11	0	2.2
CC(=O)Nc1ccc(S(=O)(=O)NNC(=O)c2ccc(S(=O)(=O)N3CCCCC3)cc2)cc1	5	4	2	7	2	28	5	7	1.6

A second format for 4 compounds above:
| smiles | eIF4E 4G PPI | Hck-Nef inh | EP2 modulator | PGE2 EP2 inh | Rad51 HR inh | TbHK1 inh | 14-3-3 Bad inh | m-calpain inh | zVAD death inh |
| --- | --- | --- | --- | --- | --- | --- | --- | --- | --- |
| CCOC(=O)C1=C(CNC2CCCCC2)NC(=O)NC1c1cc(C)ccc1C (stereo not given) | 0 | -1 | 34 | 11 | 4 | 7 | -1 | 1 | 0.4 |
| CC(C)CNS(=O)(=O)c1ccc(CCC(=O)NCC2CCCO2)cc1 (stereo not given) | 8 | 0 | 4 | 8 | -7 | 7 | -2 | -4 | 0.1 |
| CSc1nc(/C=C2\C=Nc3ccccc32)c(O)n1C | 0[fluorescence artefact?] | 4 | -14 | 9 | -4 | 1 | -13[fluorescence artefact?] | 6 | 27 |
| Cc1sc2nc(C)n(/N=C/c3ccc(O)cc3)c(=O)c2c1C | -18[fluorescence artefact?] | 0 | 23 | 6 | 1 | -20 | 4 | 7 | 0.1 |

4 entries from above, field by field.
CCSc1nnc(NC(=O)C2CC(=O)N(Cc3ccccc3)C2)s1 (stereo not given)
  eIF4E 4G PPI: 1
  Hck-Nef inh: 7
  EP2 modulator: -17
  PGE2 EP2 inh: 7
  Rad51 HR inh: .
  TbHK1 inh: 6
  14-3-3 Bad inh: 3
  m-calpain inh: 15
  zVAD death inh: -0.1
Cc1cc(N2CCCC2)nc(N2C3CCC2CC(O)(c2ccc(F)cc2)C3)n1 (stereo not given)
  eIF4E 4G PPI: 3
  Hck-Nef inh: -13
  EP2 modulator: -11
  PGE2 EP2 inh: 10
  Rad51 HR inh: 18
  TbHK1 inh: 12
  14-3-3 Bad inh: -2
  m-calpain inh: 22
  zVAD death inh: 0.7
CC(C)CNS(=O)(=O)c1ccc(CCC(=O)NCC2CCCO2)cc1 (stereo not given)
  eIF4E 4G PPI: 8
  Hck-Nef inh: 0
  EP2 modulator: 4
  PGE2 EP2 inh: 8
  Rad51 HR inh: -7
  TbHK1 inh: 7
  14-3-3 Bad inh: -2
  m-calpain inh: -4
  zVAD death inh: 0.1
CC(=O)Nc1ccc(S(=O)(=O)NNC(=O)c2ccc(S(=O)(=O)N3CCCCC3)cc2)cc1
  eIF4E 4G PPI: 5
  Hck-Nef inh: 4
  EP2 modulator: 2
  PGE2 EP2 inh: 7
  Rad51 HR inh: 2
  TbHK1 inh: 28
  14-3-3 Bad inh: 5
  m-calpain inh: 7
  zVAD death inh: 1.6

(next part)
SMILES	eIF4E 4G PPI	Hck-Nef inh	EP2 modulator	PGE2 EP2 inh	Rad51 HR inh	TbHK1 inh	14-3-3 Bad inh	m-calpain inh	zVAD death inh
COc1ccc(CCNC(=O)c2ccco2)cc1	-2[fluorescence artefact?]	0	12	10	7	2	5	-6	0.1
CCOc1ccc(OCC)c(NC(=O)CN(C)S(=O)(=O)c2ccc3nc(C)sc3c2)c1	6[fluorescence artefact?]	4	-38	5	.	-1	-3	6	.
CC(C)CC(=O)NCc1ccc2[nH]c3c(c2c1)CCCC3	0	19	7	5	17	3	-11	-34	2.7
COc1cc(/C=N/Nc2cccc3cccnc23)cc(OC)c1O	8	25	-77	17	36	1	-15	-42	14
Cc1ccc(C)c(N(C(=O)Cn2nnc3ccccc32)C(C(=O)NCc2ccco2)c2ccncc2)c1 (stereo not given)	1[fluorescence artefact?]	1	38	12	-5	4	1[fluorescence artefact?]	-30	1.0
O=C(c1ccccc1F)N1CCN(CC2CC3C=CC2C3)CC1 (stereo not given)	20	0	-21	5	4	1	81*	10	-0.2
Cc1ccc2oc(=O)c3cnn(CC(=O)N(Cc4ccco4)C4CCCCC4)c3c2c1	1	0	27	7	-2	4	-6	-38	-0.9
O=C(CCCn1c(=S)[nH]c2ccccc2c1=O)NCCSCc1ccccc1	-2	7	-24	4	10	2	-11	4	1.3
CC(=O)CSc1ncnc2nc[nH]c12	-2	0	18	7	0	3	12	0	-0.3
CCCCS(=O)CC(COCc1ccccc1)OC(=O)CSc1nc(C)cc(C)n1 (stereo not given)	2	5	15	12	1	-2	5	-17	1.6
COC(=O)c1scc(C)c1N/N=C(\C)c1ccc(F)cc1F	-6	-2	40	11	-2	-18	-11	-50	0.5
CCC1CCCCN1CCCNC(=O)C1CCC(=O)N1Cc1ccc(C)cc1 (stereo not given)	1	2	-19	3	-1	-4	-3	7	3.8
CCN(CC)C(=O)C1CCCN(Cc2ccc(OC)c(C)c2)C1 (stereo not given)	-2	-3	-3	4	-36	7	60	-14	-0.3
COc1ccc(NC(=O)C(=O)N/N=C(\C)CC(=O)Nc2ccccn2)c(OC)c1	1	22	0	9	7	-27	-5	-17	0.2
Cc1nnc(-c2ccc(Cl)cc2)nc1NCCN(C)C	0	10	-28	5	-20	10	-4	7	2.6
CCCNC(=O)CCc1c(C)nc2nc(C)nn2c1C	-2	19	22	15	3	-1	-9	-30	2.6
Cn1cc(Br)c(NS(=O)(=O)c2ccc(Cl)s2)n1	-3	7	15	8	12	-10	0	29	0.8
CC1(C)CC(N(Cc2cccs2)C(=O)c2ccco2)CCO1 (stereo not given)	-7	0	3	10	-7	-3	6	-14	-0.2
COc1cc2nc(Cl)nc(N3CCOCC3)c2cc1OC	1	69*	-8	6	7	-11	8	-1	18
CCN(CC)S(=O)(=O)c1cc(NC(=O)CCCOc2ccc(C(C)=O)cc2)ccc1C	1[fluorescence artefact?]	2	2	16	0	-8	6	-9	37
O=C(CCCCCN1C(=O)c2cccc3cccc(c23)C1=O)NCc1cccnc1	1	-2	2	15	-4	-15	-6	3	-0.3
Cc1ccccc1-c1n[nH]c(=S)n1/N=C/C=C/c1ccco1	-4	-3	17	7	.	-73	-1	-11	-0.2
Cc1cc(NC(=O)c2ccc(COc3ccc(Cl)c(C)c3)o2)no1	-15	5	1	7	-3	11	37	-6	0.1
CCCOc1ccc(N2CC(C(=O)Nc3ccc(N4CCOCC4)cc3)CC2=O)cc1 (stereo not given)	-3	19	7	10	-5	3	7	6	0.7
Cc1cccc(C(=O)N/N=C/c2ccc3c(c2)OCO3)n1	7[fluorescence artefact?]	0	1	5	7	-37	9[fluorescence artefact?]	-1	-0.1
CCOC(=O)c1ccc(N2C(=O)c3n[nH]c(C)c3C2c2ccc(O)cc2)cc1 (stereo not given)	13[fluorescence artefact?]	3	-10	3	-5	31	1	9	0.3
CCOc1ccccc1C(=O)N[C@H](C(=O)Nc1ccc(OC)c(S(=O)(=O)N2CCOCC2)c1)C(C)C	0	18	9	7	-2	-6	-6	-24	-0.4
O=C(CN1CCCCCC1)N/N=C/c1cccc(Cl)c1Cl	1	-1	-10	5	-7	4	15	-2	2.9
CCc1cc2c(NCC3CCCO3)nc(C)nc2s1 (stereo not given)	6[fluorescence artefact?]	-5	1	3	5	-2	53[fluorescence artefact?]	-38	.
CCn1c2ccccc2c2cc(NC(=O)CSc3nnc(-c4cccc(C)c4)o3)ccc21	8	-1	-150	7	-4	-13	-5	-128	1.5
CC(C)(C)NC(=O)CN(C(=O)CS(=O)CC(=O)Nc1ccc(F)cc1)c1ccc2c(c1)OCCO2 (stereo not given)	-2	13	-1	6	8	1	-6	18	1.1
Cc1cc(C(=O)Nc2c(F)c(F)c(F)c(F)c2F)n(-c2ccccc2)n1	4	-7	20	3	8	2	-14	7	0.3
Cc1ccccc1CSCC(Nc1ccc(C(=O)O)cc1[N+](=O)[O-])C(=O)O (stereo not given)	-15	-2	1	1	4	-7	10	-14	-0.3

Not all compounds are listed; count on the stated rates, not on these rows.
